Apoferritin bind: qHTS Assay for Identification of Novel General Anesthetics; Ferritin light chain (Equus caballus), P02791; apoferritin/1-aminoanthracene competitive binding, fluorescence; Potency, µM (doses to about 77.5 µM), inactives show at the highest dose activity change, negative = displacement, actives largely listed as inhibitors; 0.074% of 350,000 active; AID 485281, 2010; further: potency means the concentration at half of the fitted maximal effect; on the % scale 0 is the no-effect control and ±100 the full control effect; nearly all actives have a fitted effect of over 20% in size
Target sequence (P02791 2-175 limits assumed): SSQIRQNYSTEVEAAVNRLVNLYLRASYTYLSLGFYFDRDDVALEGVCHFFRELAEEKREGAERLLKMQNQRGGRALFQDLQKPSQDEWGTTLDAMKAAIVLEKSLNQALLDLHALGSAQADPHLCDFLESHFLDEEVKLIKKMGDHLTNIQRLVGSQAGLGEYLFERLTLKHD
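Probe: 1-aminoanthracene (50% saturated, PBS). Protein: horse-spleen apoferritin, 10 uM. Incubation: 10 min, room temperature. Detection: 380 nm excitation, 535 nm emission. Analysis: normalized response, four-parameter Hill.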
LDHA block: qHTS assay for inhibitors of human lactate dehydrogenase | L-lactate dehydrogenase A chain (Homo sapiens), P00338 | purified LDHA, NADH/diaphorase-resazurin fluorescence; stronger effect = lower value | activity change, % (values are at about 110 or 230 µM) | 0.15% of 480,000 active; in the data active means activity change below about -30%; inconclusive means mostly about -25% to -30%;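 further: plate controls were DMSO wells for no effect and wells without enzyme for full effect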
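LDH5 2 nM; NADH 0.06 mM, pyruvate 0.2 mM; 200 mM Tris pH 7.4, EDTA, Tween-20; 5 min RT. Detection: diaphorase 0.133 mg/mL + resazurin 37 µM, fluorescence ex540/em590 at 0 and 20 min; normalized to enzyme-free and DMSO wells.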
APE1 inh: qHTS Assay for Inhibitors of the Human Apurinic/apyrimidinic Endonuclease 1 (APE1). Potency, µM (series often up to 65.8 µM), without a hit: top-dose activity change, negative = inhibition, hits mostly inhibitors. recombinant APE1, TAMRA/BHQ-2 abasic DNA cleavage fluorescence. DNA repair nuclease/redox regulator APEX1 (Homo sapiens), P27695. AID 2517, 2012. 0.35% of 350,000 active;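 further: potency means the concentration at half of the fitted maximal effect; plate controls were vehicle for no effect and reference inhibitor for full effect; nearly all actives have a fitted effect of over 55% in size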
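APE1 at 0.75 nM preincubated 15 min at room temperature with compound. Reaction then started with 50 nM double-stranded THF-abasic substrate labelled with TAMRA/BHQ-2, and 525/598 nm fluorescence read kinetically. Activity taken as third-minus-first read difference, normalized to DMSO and NSC13755 controls.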
POLB inh: qHTS Assay for Inhibitors of DNA Polymerase Beta. P06746. Pol beta primer extension/strand displacement, fluorescence kinetic. 1.3% of 340,000 active. Potency, µM (doses to about 114 µM), inactives show at the top dose activity change, negative = inhibition, hits mostly inhibitors. AID 485314, 2010; further: potency means the concentration at half of the fitted maximal effect; on the % scale 0 is the no-effect control and ±100 the full control effect
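Values derive from four-parameter Hill fits of normalized kinetic data: reads at 0 and 10 min following addition of 50 nM substrate to 10 nM Pol beta preincubated 15 min with compound.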
RGS4 inhibitor: Inhibitors of Regulator of G Protein Signaling (RGS) 4: qHTS | Potency, µM (doses to about 114 µM), inactives show at the top dose activity change, negative = inhibition, actives largely listed as inhibitors | 0.039% of 390,000 active | Regulator of G-protein signaling 4 (Homo sapiens), P49798 | Transcreener GDP fluorescence polarization, RGS4-accelerated GTP hydrolysis; further: potency means the concentration at half of the fitted maximal effect; on the % scale 0 is the no-effect control and ±100 the full control effect; nearly all actives have a fitted effect of over 75% in size; some results filed as inactive show a strong effect at the top dose
Target sequence (P49798 whole entry, looked up): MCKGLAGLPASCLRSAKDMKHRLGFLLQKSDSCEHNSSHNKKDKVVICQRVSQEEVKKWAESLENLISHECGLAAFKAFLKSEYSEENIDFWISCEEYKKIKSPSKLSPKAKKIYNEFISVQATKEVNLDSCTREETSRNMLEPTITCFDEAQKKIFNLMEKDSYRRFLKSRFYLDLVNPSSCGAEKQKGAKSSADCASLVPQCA
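MLSMR compounds (23 nl, pin-transferred) preincubated 10 min at room temperature with a 500nM (2x) first reagent, then RGS4 at 900nM (2x) plus Transcreener GDP mix added; fluorescence polarization (620/688 nm) read before and after 90 min at 30 °C.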
Pol kappa inh: qHTS for Inhibitors of Polymerase Kappa | 0.53% of 400,000 active | Potency, µM (series often up to 107 µM), inactives show top-dose activity, negative = inhibition, actives largely listed as inhibitors | AID 588579, 2011 | purified Pol kappa, fluorescent DNA synthesis assay, 10 min; further: potency means the concentration at half of the fitted maximal effect; on the % scale 0 is the no-effect control and ±100 the full control effect
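50 nM final substrate added after 15 min RT preincubation of 10 nM Pol kappa with compound; fluorescence read at 0 and 10 min.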
ERG-DNA inh: qHTS for Small Molecule Inhibitors of the ERG Ets/DNA interaction; fluorescence polarization, His-ERG Ets domain / labelled DNA; Potency, µM (top dose mostly 76.9 µM), without a hit: at the highest dose FP activity, negative = inhibition, hits mostly inhibitors; 0.028% of 370,000 active; AID 624246, 2012; active means well fitted inhibition curve with a large enough effect in the polarisation, with a control signal flat; inconclusive means small, poorly fitted or top-dose-only effect, or effect the other way, or a change in a side signal; inactive means no such curve, though single readings can be large or run the other way; the % refers to the polarisation;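 further: polarization taken with two DNA probes labelled with fluorescein and Texas red; potency means the concentration at half of the fitted maximal effect; % of control where 0% means no effect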
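His-tagged ERG Ets domain (1 uM in the protein solution; 300mM KCl, 50mM Tris-HCl, 1mM EDTA, 1mM DTT, pH 7.5) received compound, then a probe mix of 5 nM fluorescein-DNA and 100nM Texas-615-DNA. Fluorescence polarization was read for both dyes.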
ALOX12 inh: Primary qHTS assay for inhibitors of human arachidonate 12S-lipoxygenase (ALOX12): Round 2. Polyunsaturated fatty acid lipoxygenase ALOX12 (Homo sapiens), P18054. purified 12hLO, xylenol orange hydroperoxide absorbance. Potency, µM (top dose mostly 108 µM), without a hit: at the top dose activity change, negative = inhibition, hits mostly inhibitors. 1.1% of 580,000 active; further: potency means the concentration at half of the fitted maximal effect; on the % scale 0 is the no-effect control and ±100 the full control effect
Target sequence (P18054 whole entry, looked up): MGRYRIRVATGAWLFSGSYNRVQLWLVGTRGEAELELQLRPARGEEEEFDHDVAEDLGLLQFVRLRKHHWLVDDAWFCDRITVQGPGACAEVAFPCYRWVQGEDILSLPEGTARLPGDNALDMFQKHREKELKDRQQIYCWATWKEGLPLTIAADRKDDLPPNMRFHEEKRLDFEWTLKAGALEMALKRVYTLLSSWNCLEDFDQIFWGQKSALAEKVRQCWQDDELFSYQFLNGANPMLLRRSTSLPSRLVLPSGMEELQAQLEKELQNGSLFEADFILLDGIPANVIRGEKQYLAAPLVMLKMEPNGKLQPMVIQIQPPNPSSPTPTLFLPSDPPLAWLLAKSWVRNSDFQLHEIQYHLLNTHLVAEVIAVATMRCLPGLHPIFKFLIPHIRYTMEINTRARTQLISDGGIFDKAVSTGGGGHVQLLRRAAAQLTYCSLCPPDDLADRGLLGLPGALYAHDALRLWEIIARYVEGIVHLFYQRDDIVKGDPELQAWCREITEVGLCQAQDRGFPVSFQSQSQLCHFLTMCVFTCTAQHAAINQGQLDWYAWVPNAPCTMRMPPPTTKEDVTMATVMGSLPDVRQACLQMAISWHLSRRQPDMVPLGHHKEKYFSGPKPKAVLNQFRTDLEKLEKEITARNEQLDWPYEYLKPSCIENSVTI
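Purified human 12hLO (150 nM final) in 25 mM Hepes, 0.01% Triton X-100, pH 7.0 was preincubated 15 min at room temperature with compound. Then 40 uM arachidonic acid was added, 30 min. Hydroperoxide was read by Fe-XO absorbance ratio 573/405 nm.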
Pol eta inh: qHTS for Inhibitors of Polymerase Eta; DNA polymerase eta (Homo sapiens), Q9Y253; recombinant Pol eta, fluorescent DNA replication assay; Potency, µM (titrated, usually from 114 µM), without a hit: at the highest dose activity change, negative = inhibition, actives largely listed as inhibitors; 1.2% of 390,000 active; further: potency means the concentration at half of the fitted maximal effect; on the % scale 0 is the no-effect control and ±100 the full control effect
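Fluorescent replication assay: 50 nM final substrate added after a 15 min room-temperature compound preincubation with 10 nM enzyme. Signal taken at 0 min and again at 10 min.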
An asterisk follows results filed as active; i = inactive; ? = inconclusive; nt = not tested or not shown; & = joins results of further samples; [ ] = another dose, or the depositor's remark. Unless noted, the call rests on the fitted dose curve; in most records, active means well fitted curve in the direction sought with a large enough effect; inconclusive means small, poorly fitted or top-dose-only effect, or another doubt; inactive means no such curve, though single readings can be large; an effect the other way counts as inactive or inconclusive.

SMILES	Apoferritin bind	LDHA block	APE1 inh	POLB inh	RGS4 inhibitor	Pol kappa inh	ERG-DNA inh	ALOX12 inh	Pol eta inh
Cc1cc(C)c(/C=N/NC(=O)c2nnn(-c3nonc3N)c2COc2ccc(F)cc2)c(C)c1	-11%	2	-4%	-23%	22%	-12%	3%	i	0%
Cc1ccncc1C(=O)O	2%	5	-7%	nt	nt	15%[60.1 µM]	nt	?	nt
CCC(C(=O)Nc1cccc(C(=O)O)c1C)c1ccccc1 (centres undefined)	0%	-7	8%	-1%	31%	-1%	-1%	2%	6%
Cn1c(SCc2ccc(Cl)cc2Cl)nc(C(F)(F)F)cc1=O	-6%	-4	1%	11%	-19%	13%	-5%	-19%	-4%
COc1ccc(CCN(C(=O)C(F)(F)F)C(C(=O)NC2CCCCC2)c2ccc(C)s2)cc1OC (centres undefined)	-1%	-6	-1%	-3%	1%	-8%[60.1 µM]	nt	-3%	7%
COc1ccc(CCNC(=O)c2cc(-c3ccc4c(c3)OCO4)on2)cc1OC	-5%	-4	0%	29%	-7%	2%	6%	-10%	-12%
O=C(c1ccc2c(c1)OCCO2)N1CCN(c2ccccn2)CC1	-5%	-4	27%	36%	19%	-10%	4%	-10%	-3%
COC(=O)C(C)Sc1nc2c(cnn2-c2ccc(C)cc2)c(=O)[nH]1 (centres undefined)	-9%	-6	6%	19%	-11%	0%	-8%	24%	2%
CC1=NN(C(=O)COc2ccccc2)C(O)(c2ccccc2)C1 (centres undefined)	-6%	-12	4%	9%	6%	3%	-5%	-17%	-2%
CCOC(=O)C1CCN(Cc2ccc(O)c3ncccc23)CC1	-15%	29	-9%	10%	-10%	-5%	-7%	?	-16%

The closing 2 entries of the section before lead into the next:
SMILES	Apoferritin bind	LDHA block	APE1 inh	POLB inh	RGS4 inhibitor	Pol kappa inh	ERG-DNA inh	ALOX12 inh	Pol eta inh
CC1=NN(C(=O)COc2ccccc2)C(O)(c2ccccc2)C1 (centres undefined)	-6%	-12	4%	9%	6%	3%	-5%	-17%	-2%
CCOC(=O)C1CCN(Cc2ccc(O)c3ncccc23)CC1	-15%	29	-9%	10%	-10%	-5%	-7%	?	-16%
O=C(CSc1nc2ccccc2c(=O)[nH]1)N1CCN(c2ccccc2)CC1	-4%	2	32%	?	-29%	-8%	1%	0%	-12%
O=[N+]([O-])c1cc(-c2nc(-c3ccccc3)no2)ccc1N1CCCC1	-7%	-3	nt	11%	-11%	8%	2%	-19%	-16%
CCCCCCCCc1ccc(-c2ccc(C(=O)O)cc2)cc1	-16%&-24%	-17	-2%&-2%	nt	21µM*	-5%&-15%&-6%[60.1 µM]	nt	11%	nt
CC(=O)N1CCN(c2ccc(NC(=O)c3ccc(Cl)c(Cl)c3)cc2)CC1	5%	-2	26%	-2%	0%	-1%	-1%	0%	-19%
NC1(C#Cc2ccc3c(=O)c4ccccc4sc3c2)CCCCC1	nt	2	-7%	nt	-23%	8%	11%	-3%	-5%
Cc1ccc(C(=O)NC(=S)Nc2ccc(CN3CCOCC3)cc2)cc1	-18%	-2	-3%	11%	-22%	3%	-1%	35µM*	5%
Cc1c(-n2c(SCC(=O)NC(C)C)nc3ccccc3c2=O)c(=O)n(-c2ccccc2)n1C	-1%	-3	-1%	-16%	12%	-12%	5%	0%	5%
COc1ccccc1NC(=O)Cn1c(=O)n(-c2cccc(Cl)c2)c(=O)c2c1c1cc(C)ccc1n2C	1%	-5	nt	-2%	7%	-22%	-4%	0%	-7%
C=C(C)C1CC=C(C)/C(=N/Nc2ccccc2[N+](=O)[O-])C1 (centres undefined)	-5%	1	-4%	-1%	-4%	3%	2%	-43%	-15%
COc1ccc(NC(=O)N2CCN(C(=O)c3ccco3)CC2)c(OC)c1	1%	-10	26%	58%	8%	-6%	-6%	-4%	2%
COCCn1c(SCC(=O)Nc2ccc(NC(C)=O)cc2)nc2ccccc2c1=O	11%	-7	-10%	-13%	3%	3%	11%	0%	-13%
Cc1cc(NS(=O)(=O)c2ccc(NC(=O)/C=C/c3cccc(Cl)c3)cc2)no1	-19%	-6	32%	-12%	?	-2%	7%	?	-10%
CCCc1nc2c(C)cc(C)cc2c(N)c1CC	-7%	-10	-2%	-3%	-16%	-10%	-6%	?	-18%
Cn1c(=O)c2c(nc3n2CC(O)CN3c2ccc(O)cc2)n(C)c1=O (centres undefined)	-4%	0	46%[activator]	-14%	-2%	-3%	9%	?	-18%
CCOC(=O)N1CCN(Cc2nc3cc(NC(=O)c4ccccc4[N+](=O)[O-])ccc3n2C(C)C)CC1	54%[activator]	-7	nt	-6%	9%	-20%	2%	-7%	-14%
O=C(O)c1ccccc1C(=O)Nc1ccccn1	-3%	-4	-2%	-1%	-17%	-9%	-1%	-21%	-4%
COC(=O)c1ccc(NC(=O)CC2C(=O)N(c3ccc(C)cc3)C(=O)N2Cc2ccc(OC)cc2)cc1 (centres undefined)	-10%	-5	nt	-12%	-11%	-20%	-1%	?	-11%
O=C(O)c1cccc(CSc2nc(-c3ccc(Cl)cc3)cc(C(F)(F)F)n2)c1	-9%	-5	10%	?	-11%	-14%	-1%	?	-18%
Cc1ccccc1CN1CCNC1=O	-12%	-8	4%	4%	30%	-8%	-4%	3%	-2%
O=c1c2ccccc2ncn1-c1ccc([N+](=O)[O-])cc1Cl	-6%	-9	8%	-20%	2%	-6%	18%	-4%	0%
COc1nnc(-c2ccc(N3CCCCC3)c(NC(=O)c3ccccc3)c2)c2ccccc12	-12%	2	nt	-1%	6%	-6%	0%	-7%	-26%
O=C(NN=Cc1cc(Cl)ccc1[N+](=O)[O-])c1ccco1	nt	3	nt	nt	13%	-3%	-3%	-1%	-5%
CC(=O)c1cccc(CN2CCC(CO)(CCOc3ccccc3)CC2)c1	-7%	0	55%[activator]	-1%	4%	8%	8%	4%	-7%
CC(=O)C1=C(C)NC(C)=C(C(C)=O)C1c1cccs1	-2%	2	2%	10%	12%	0%	10%	-10%	-5%
COc1cc(/C=C/C(=O)OCC(=O)NC(=O)NC2CCCCC2C)ccc1OC(F)F (centres undefined)	nt	0	-8%	nt	-21%	-8%	?	6%	-20%
Cc1ccsc1/C=N/Nc1ncc(Cl)cc1Cl	1%	-3	0%	-1%	-11%	-1%	-3%	-8%	-11%
CCN(C(=O)c1cn(C)c(=O)c2cc(OC)c(OC)cc12)c1cc(OC)ccc1OC	-15%	-1	15%	37%	20%	5%	-11%	nt	-12%
O=[N+]([O-])c1ccc(N2CCN(C(=S)Nc3ccc(F)cc3)CC2)cc1	-13%	2	13%	-12%	?	-14%	-3%	-22%	-17%
COc1ccc(C(=O)Nc2ccc(C(=O)NCCc3ccccc3)cc2)cc1	?	-4	1%	?	-21%[56.9 µM]	-4%	12%	?	-16%
COc1ccc(CC(=O)Nc2ccc(S(=O)(=O)N3CCOCC3)cc2)cc1	nt	-8	6%	nt	3%	-13%	8%	-3%	-15%
CCc1nccn1Cc1cc(C=O)ccc1OC	-5%	-8	-8%	17%	-9%	4%	-1%	0%	-13%
CCN(C(=O)COC(=O)c1cn(-c2ccccc2)nc1-c1ccccc1)C1CCS(=O)(=O)C1 (centres undefined)	-6%	-7	9%	27%	-1%	-18%	3%	-1%	-13%
COc1ccc(CCNC(=O)CC2Oc3ccc(Cl)cc3NC2=O)cc1OC (centres undefined)	-4%	-2	0%	3%	-31%	-5%	3%	428%[activator]	-17%
CC1CN(C(=O)COC(=O)c2ccccc2O)CC(C)O1 (centres undefined)	1%	0	19%	3%	16%	6%	2%	?	-2%
O=C(CCS(=O)(=O)c1cc(Br)cc2c1N(C(=O)C1CC1)CC2)Nc1ccc(F)cc1	1%	2	nt	14%	3%	19%	-13%	-6%	-12%
O=C(NCc1ccccc1)C1CCCN(S(=O)(=O)c2ccc(F)cc2)C1 (centres undefined)	-4%	-4	9%	97%	-14%	-1%	-2%	0%	-23%
Cc1ccc2c(c1)c(C1=NC(=S)NC1=O)c(O)n2C	-1%	-3	22%	12%	-23%	-8%	3%	17%	-7%
CC1CCCCC1NC(=O)Cn1cccc1C(=O)c1ccccc1 (centres undefined)	-8%	-2	41%[activator]	3%	-30%[11.4 µM]	0%	-12%	-14%	-23%
COCCN(CCOC)c1ncnc2c1cnn2-c1ccc(Cl)cc1	-8%	-10	-1%	1%	-13%	-6%	-4%	-19%	-12%
Cc1ccc(S(=O)(=O)NC(CCC(N)=O)C(=O)NCc2ccc3c(c2)OCO3)c(C)c1 (centres undefined)	nt	-4	12%	nt	-15%	3%	5%	?	-16%
COc1cc(CCC(=O)NCc2ccc3c(c2)OCO3)cc(OC)c1OC	3%	-5	45%[activator]	-1%	-1%[56.9 µM]	8%	-14%	0%	-12%
O=[N+]([O-])c1cc2c(c(CSc3nnc4ccccn34)c1)OCOC2	5%	-1	9%	6%	-10%	-7%	-1%	-24%	-7%

Screening results (PubChem BioAssay)

These rows are one share of the data (hit frequency here may not be typical).
